High-throughput results from PubChem BioAssay.
HGIII-sPLA2 inh: human group III sPLA2 inhibitors, primary screen, biochemical, QFRET, BODIPY PC-A2 liposome substrate | QFRET BODIPY PC-A2 liposome hydrolysis, fluorescence | Group 3 secretory phospholipase A2 (Homo sapiens), Q9NZ20 | hit rate 0.56% among 370,000 | inhibition, % at 12.2 µM;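 active means inhibition above mean plus 3 SD of compounds lying within the high and low control bounds, cut at about 19% in these data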;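 further: 0% = median of test compound wells and 100% = no enzyme DMSO wells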
FXN GAA850 act: FXN promoter activators, primary screen, cell-based, luciferase luminescence, HEK293 lucGAA850. hit rate 0.56% among 360,000. activation, % at 6 µM. HEK293 lucGAA850 FXN promoter luciferase reporter, 24 h; percent of 10 µM SAHA response;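 active means activation above the average of all compounds screened plus 3 SD, cutoff fixed separately per campaign, cut at about 7.5% in these data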;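 further: 0% = DMSO wells and 100% = 10 µM SAHA wells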
ARFGAP1 inhibitor: inhibitors of rat ARFGAP1 GAP activity, primary screen, biochemical, fluorescence polarization, GDP tracer. ADP-ribosylation factor GTPase-activating protein 1 (Rattus norvegicus), Q62848. Arfgap1-stimulated ARF1 GTP hydrolysis, GDP FP detection. inhibition, % at 16.5 µM. hit rate 0.26% among 360,000. AID 651572, 2012;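 active means inhibition above a per-plate limit, mean inhibition of low control wells plus 3 SD, cut at about 25% in these data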;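 further: 0% = DMSO wells with enzyme and 100% = wells lacking Arfgap1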
Target sequence (Q62848 1-136 limits assumed): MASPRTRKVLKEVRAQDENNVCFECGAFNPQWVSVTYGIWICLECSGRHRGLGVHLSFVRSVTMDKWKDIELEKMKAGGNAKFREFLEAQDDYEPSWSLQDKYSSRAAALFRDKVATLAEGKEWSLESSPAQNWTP
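Material: truncated rat Arfgap1 GAP domain; Incubation: compound-enzyme preincubation 20 min, reaction 120 min, detection 60 min, 25 °C; Read-out: percent inhibition of Arfgap1-stimulated GTP hydrolysis; Technique: FP, GDP Alexa 633 tracer displaced from anti-GDP antibody, 620/688 nm; Controls: No-Arfgap1 wells (100%) versus DMSO full-reaction wells (0%); Replication: single well per compound.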
DDE Tn6 FP inh: inhibitors of Tn6 peptide binding to fibrin DD(E), primary screen, biochemical, fluorescence polarization, human fibrin, Tn6 probe. hit rate 0.21% among 370,000. AID 720509, 2013. Fibrinogen beta chain (Homo sapiens), P02675. inhibition, % at 8.3 µM. Fibrin DD(E) TRITC-Tn6 fluorescence polarization displacement;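 active means inhibition above a per-campaign cutoff: mean of compounds within control limits plus 3 SD, cut at about 15% in these data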;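 further: 0% = median of all compound wells on the plate and 100% = blocking peptide control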
proKLK7 act: proKLK7 zymogen activators, primary screen, biochemical, fluorescence intensity. hit rate 0.9% among 370,000. activation, % at 7 µM. purified proKLK7, EDANS-DABCYL substrate fluorescence; 100% is mature enzyme control, 0% vehicle. Kallikrein-7 (Homo sapiens), P49862;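 active means activation above the mean of all tested compounds plus 3 SD, computed per campaign excluding outliers beyond control limits, cut at about 13% in these data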
GC-B act: human GC-B receptor activators, primary screen, HEK293 GC-B cells, cGMP TR-FRET, EC30 CNP | hit rate 0.11% among 370,000 | activation, % at 10 µM | 0% at EC30 CNP, 100% saturating CNP;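 active means activation at 10 µM reaching about 35% in either raw or pattern-adjusted values, limit read from the data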
rCAG binder: binders of r(CAG) RNA repeats, primary screen, biochemical, fluorescence. r(CAG) RNA repeat, TO-PRO-1 dye displacement fluorescence. inhibition, % at 3 µM. hit rate 1.3% among 370,000. AID 651821, 2012;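 active means inhibition above the plate cutoff, the mean of all test compounds on that plate plus 3 SD, cut at about 35% in these data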;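 further: 0% = DMSO alone and 100% = 100 µM mitoxantrone as full dye displacement; higher means more dye released from RNA so lower well fluorescence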
ADAM10 inh: human ADAM10 inhibitors, primary screen, biochemical, QFRET, HTS; hit rate 0.62% among 370,000; recombinant ADAM10, EDANS/DABCYL FRET peptide cleavage, 3 h; Disintegrin and metalloproteinase domain-containing protein 10 (Homo sapiens), O14672; inhibition, % at 7 µM;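 active means inhibition above a per-campaign cutoff equal to the mean of compounds falling between control-based bounds plus 3 SD, cut at about 20% in these data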;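 further: 0% = DMSO wells while the 100% control is not disclosed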
Target sequence (O14672 214-748 limits assumed): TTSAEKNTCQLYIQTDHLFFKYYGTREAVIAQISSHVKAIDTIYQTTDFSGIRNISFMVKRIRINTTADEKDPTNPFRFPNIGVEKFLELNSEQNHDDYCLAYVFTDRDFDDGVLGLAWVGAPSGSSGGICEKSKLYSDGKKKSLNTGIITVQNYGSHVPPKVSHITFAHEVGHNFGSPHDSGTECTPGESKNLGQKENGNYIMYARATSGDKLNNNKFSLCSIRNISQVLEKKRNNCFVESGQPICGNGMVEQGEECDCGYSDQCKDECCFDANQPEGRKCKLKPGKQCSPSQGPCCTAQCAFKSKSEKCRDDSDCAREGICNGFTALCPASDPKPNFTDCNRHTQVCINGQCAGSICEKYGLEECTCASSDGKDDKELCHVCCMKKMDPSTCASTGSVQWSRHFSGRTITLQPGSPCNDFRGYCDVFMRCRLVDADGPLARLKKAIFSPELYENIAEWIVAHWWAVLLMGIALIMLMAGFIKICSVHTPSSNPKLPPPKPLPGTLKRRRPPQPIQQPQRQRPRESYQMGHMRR
ASAP1 inh: inhibitors of human ASAP1 ArfGAP activity, primary screen, biochemical, fluorescence polarization | hit rate 0.19% among 360,000 | AID 624377, 2012 | inhibition, % at 16.5 µM | ASAP1-stimulated ARF1 GTP hydrolysis, GDP FP detection | Arf-GAP with SH3 domain, ANK repeat and PH domain-containing protein 1 (Homo sapiens), …; in the data active means inhibition above about 25%;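 further: 0% = vehicle with enzyme and substrate and 100% = no enzyme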
Target sequence (Q9ULH1 325-724 limits assumed): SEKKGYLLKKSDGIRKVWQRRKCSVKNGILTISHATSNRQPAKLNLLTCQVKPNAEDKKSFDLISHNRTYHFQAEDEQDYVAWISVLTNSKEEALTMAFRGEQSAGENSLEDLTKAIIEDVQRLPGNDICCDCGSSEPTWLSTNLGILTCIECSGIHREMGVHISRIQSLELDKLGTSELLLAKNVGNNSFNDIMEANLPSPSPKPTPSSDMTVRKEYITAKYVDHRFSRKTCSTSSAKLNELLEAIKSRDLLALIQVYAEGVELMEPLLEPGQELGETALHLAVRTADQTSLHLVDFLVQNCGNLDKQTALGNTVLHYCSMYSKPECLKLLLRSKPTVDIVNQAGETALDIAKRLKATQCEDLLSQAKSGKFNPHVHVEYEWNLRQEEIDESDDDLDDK
GC-A act: GC-A stimulated cGMP production enhancers – HEK293 GC-A cells, cGMP TR-FRET, EC30 ANP, primary screen | Atrial natriuretic peptide receptor 1 (Homo sapiens), P16066 | 0% at EC30 ANP, 100% saturating ANP | activation, % at 10 µM | hit rate 0.14% among 370,000 | AID 1671463, 2021; in the data active means activation above about 40%
Numbers without * were called inactive; i = inactive; . = not tested or not shown; & = joins results of further samples.

1: CCCCN1C(=O)N(c2ccccc2Cl)C(C)(O)CC1(C)C (stereo not drawn)
2: COc1cccc(/C=C/C(=O)c2cccc([N+](=O)[O-])c2)c1OC
3: Cn1cc([N+](=O)[O-])c(C(=O)Nc2ccn(Cc3c(F)c(F)cc(F)c3F)n2)n1
4: CCCn1c(N)c(N(CCOC)C(=O)COC(=O)c2ccccc2NCCO)c(=O)[nH]c1=O
5: O=C(Nc1nncs1)c1cc(S(=O)(=O)N2CCCCC2)ccc1Cl
6: Cc1cccc(C)c1NC(=S)Nc1ccccc1C(=O)NCc1ccco1
screen / no.,1,2,3,4,5,6
HGIII-sPLA2 inh,4,-6,2,-3,5,10
FXN GAA850 act,0.8,-0.3,1.6,1.6,-0.4,0.1
ARFGAP1 inhibitor,1,2,-4,-21,1,1
DDE Tn6 FP inh,2,-3,-14,9,4,-1
proKLK7 act,0.2,0.4,-0.1,24*,-1.4,0.8
GC-B act,0,-5,2,4,-7,-5
rCAG binder,-12,2,1,-3,2,0
ADAM10 inh,5,4,2,i,-3,-281
ASAP1 inh,-13,-13,7,-4,6,-12
GC-A act,-4,-15,1,3,-2,-4

7: COc1ccccc1C(=O)Nc1ccc2c(c1)n(C)c(=O)n2C
8: Cc1cc2nnc(SCC(=O)N3CCOCC3)n2c2ccccc12
9: S=c1nc(-c2cccc(Cl)c2)[nH][nH]1
10: CCN(c1ccccc1)S(=O)(=O)c1cccc(C(=O)N2CCN(S(=O)(=O)c3ccccc3)CC2)c1
11: CC(=O)NCCC(=O)Nc1cc(S(=O)(=O)N2CCCCC2)ccc1N1CCCCC1
12: CCOCCCN(C(=O)c1snc(C(N)=O)c1N)C(C(=O)NC1CCCC1)c1ccc(O)cc1 (stereo not drawn)
screen / no.,7,8,9,10,11,12
HGIII-sPLA2 inh,-2,-4,-3,-2,4,-8
FXN GAA850 act,0.9,-1.8,1.7,0.1,-0.3,1.0
ARFGAP1 inhibitor,2,-4,2,-3,-8,1
DDE Tn6 FP inh,0,3,3,4,9,7
proKLK7 act,0.5,0.0,-0.8,-0.3,0.2,2.7
GC-B act,-3,8,-12,2,3,-5
rCAG binder,1,-1,3,0,0,3
ADAM10 inh,4,-8,-33,-2,-17,-99
ASAP1 inh,-4,-5,7,-10,1,-9
GC-A act,2,0,-1,2,1,1

13: C/C(=C\C(=O)c1ccccc1)Nc1ccc(Cl)c(Br)c1
14: COc1ccc(OCC(=O)Nc2nc3ccc(NC(C)=O)cc3s2)cc1
15: O=C(Nc1cccc(S(=O)(=O)N2CCCC2)c1)[C@H]1C[C@H](O)[C@@H](CO)O1
16: COc1cccc(CN(C)C(=O)c2cccc(S(=O)(=O)N3CCN(c4ccccc4)CC3)c2)c1OC
17: O=C(N1CCOCC1)N1CCOCC1
18: CCC1(CC)C(C#N)C(=O)NC(=O)C1C#N (stereo not drawn)
screen / no.,13,14,15,16,17,18
HGIII-sPLA2 inh,1,-9,14,-7,3,6
FXN GAA850 act,1.9,0.5,0.4,-0.1,-0.1,-1.9
ARFGAP1 inhibitor,0,7,-2,-1,7,-4
DDE Tn6 FP inh,1,-15,1,-3,2,3
proKLK7 act,0.5,-0.1,-0.1,0.6,0.0,0.1
GC-B act,-4,2,0,-4,2,0
rCAG binder,-1,2,2,8,1,1
ADAM10 inh,0,0,-7,-3,-3,-13
ASAP1 inh,-4,5,-1,3,1,-4
GC-A act,4,0,5,-2,4,4

19: O=C(Nc1cnn(Cc2ccc(Cl)cc2Cl)c1)c1cc(-c2cccs2)on1
20: CCN1C(=O)[C@H]2[C@@H](c3ccc(-c4ccc(C(C)=O)cc4)cc3)N[C@@](Cc3ccccc3)(C(=O)OC)[C@H]2C1=O
21: Cc1cc(C)cc(NC(=O)CSCc2cc(=O)n3ccsc3n2)c1
22: CC1(C)CC(=O)N(CC(=O)N2CCN(c3cccc(Cl)c3Cl)CC2)c2ccccc2S1(=O)=O
23: Cc1ccccc1CSCC(=O)Nc1ccccc1F
24: Cc1ccc(NC(=O)CN2CCN(C(=O)C3CCCO3)CC2)c(C)c1 (stereo not drawn)
screen / no.,19,20,21,22,23,24
HGIII-sPLA2 inh,-3,-6,5,-4,3,5
FXN GAA850 act,4.1,-4.4,1.9,.,1.8,0.4
ARFGAP1 inhibitor,9,11,-5,.,-7,-2
DDE Tn6 FP inh,3,-10,12,5,1,7
proKLK7 act,-3.1,0.1,-0.7,0.1,-0.9,0.2
GC-B act,6,0,-1,-2,-1,-1
rCAG binder,6,1,2,5,-2,-1
ADAM10 inh,0,2,-7,3,-3,-1
ASAP1 inh,-4,4,-17,.,3,1
GC-A act,1,3,0,-3,-1,0

25: COC(=O)C1C(=O)c2c(n[nH]c2C)CC1(C)C (stereo not drawn)
26: O=C1c2oc3ccc(Cl)cc3c(=O)c2C(c2ccco2)N1CCN1CCOCC1 (stereo not drawn)
27: Cc1nc(S(=O)(=O)Nc2ccc3c(c2)OCCO3)cn1C
28: O=C(COC(=O)c1ccc(S(=O)(=O)NCc2ccco2)cc1)NCC1CCCCC1
29: CN(C1CCCCC1)S(=O)(=O)c1ccc(S(=O)(=O)N2CCCC2)cc1
30: CC(C)(C)NC(=S)N/N=C/c1c(Cl)cccc1Cl
screen / no.,25,26,27,28,29,30
HGIII-sPLA2 inh,-6,-5,4,-14,-6,-4
FXN GAA850 act,2.1,-0.1,-1.8,-4.0,0.5,1.4
ARFGAP1 inhibitor,10,0,8,-6,10,-16
DDE Tn6 FP inh,-1,-1,0,-4,4,-1
proKLK7 act,0.3,1.5,0.2,0.1,-0.4,-1.4
GC-B act,1,-6,-1,-3,0,15
rCAG binder,-3,14,0,0,-2,4
ADAM10 inh,-3,-199,6,1,11,-7
ASAP1 inh,0,5,1,3,-6,-10
GC-A act,-4,0,3,1,1,1

31: CCc1cc2c(=O)c(-c3nc4ccccc4n3C)c(CCCC(=O)O)oc2cc1OC(=O)C(C)(C)C
32: COc1ccc(CNCCCn2cnc3c(OCc4ccccc4)ncnc32)cc1
33: Cc1cccc2cn[nH]c12
34: CCCc1c(C(=O)Nc2ccc(N3CCOCC3)cc2)cnn1-c1ccccc1
35: O=C(/C=C/c1ccc(O)cc1)c1ccc(O)cc1O
36: CCCN1C2CCCC1CC(NC(=O)c1ccc(C(C)(C)C)cc1)C2 (stereo not drawn)
screen / no.,31,32,33,34,35,36
HGIII-sPLA2 inh,-9,5,5,5,-50,-4
FXN GAA850 act,1.7,-1.0,-0.2,2.3,0.8,3.0
ARFGAP1 inhibitor,2,-5,5,4,0,0
DDE Tn6 FP inh,-10,10,-1,-5,-1,-3
proKLK7 act,2.5,0.0,-0.6,-0.5,3.9,-0.5
GC-B act,-4,-13,5,1,-11,-10
rCAG binder,22,1,0,-10,-2,-5
ADAM10 inh,-15,-12,-7,-2,8,2
ASAP1 inh,-9,-7,10,9,1,8
GC-A act,-3,-3,-3,-2,0,2

37: NC(=O)COC(=O)c1ccc(-c2ccc(O)cc2)cc1
38: Cc1cccc(NC(=S)N2CCC(c3nc4ccccc4s3)CC2)c1
39: CCN(CC)C(=O)c1ccc(COc2ccc(Cl)c(C)c2)o1
40: O=C(COc1ccccc1)NCC(=O)N/N=C/c1ccc(Br)cc1
41: CC(C)(C)C(=O)Oc1cc(N)n(S(=O)(=O)c2ccccc2)n1
42: Cc1cccc(N2C(=O)C(O)=C(C(=O)c3cccs3)C2c2ccc(C(C)C)cc2)n1 (stereo not drawn)
screen / no.,37,38,39,40,41,42
HGIII-sPLA2 inh,-3,3,1,6,-2,-4
FXN GAA850 act,0.3,1.8,3.6,0.4,0.3,1.8
ARFGAP1 inhibitor,-8,7,11,-9,1,-4
DDE Tn6 FP inh,1,2,-3,3,-4,4
proKLK7 act,2.3,-0.5,-0.7,0.3,-0.4,0.4
GC-B act,-5,2,6,-5,-4,3
rCAG binder,1,-1,-10,-7,-3,48*
ADAM10 inh,-48,7,6,-1,-3,5
ASAP1 inh,0,7,2,1,7,-11
GC-A act,-3,7,5,-2,1,2

Next part, starting with the last 4 of the part before.
39: CCN(CC)C(=O)c1ccc(COc2ccc(Cl)c(C)c2)o1
40: O=C(COc1ccccc1)NCC(=O)N/N=C/c1ccc(Br)cc1
41: CC(C)(C)C(=O)Oc1cc(N)n(S(=O)(=O)c2ccccc2)n1
42: Cc1cccc(N2C(=O)C(O)=C(C(=O)c3cccs3)C2c2ccc(C(C)C)cc2)n1 (stereo not drawn)
43: COc1ccccc1CNC(=O)COC(=O)c1cccc(S(=O)(=O)N2CCCCC2)c1
44: NC(=O)CC(NC(=O)Cc1ccc(Br)cc1)c1ccc(N2CCC(N3CCCC3)CC2)c([N+](=O)[O-])c1 (stereo not drawn)
45: CCc1ccccc1OCCCCN1CCCCC1
46: Cc1cc(C)n(-c2cccc(CN3CCC(CO)(Cc4ccccc4)CC3)c2)n1
47: O=c1c2cc(O)c(O)cc2oc2cc(O)c(C3OC(CO)C(O)C(O)C3O)c(O)c12 (stereo not drawn)
48: O=C(Nc1ccc(Br)cc1)c1ccc(CSC2=NCCS2)cc1
49: CCOc1ccc(-n2c(Cc3cc(=O)[nH]c(=O)[nH]3)nnc2SC(C)C(=O)OC)cc1 (stereo not drawn)
50: Cn1c(=O)c(C(=O)CN2CCCc3ccccc32)c(N)n(Cc2ccccc2)c1=O
51: CN1CCc2c(c3ccccc3n2Cc2ccccc2)C1
screen / no.,39,40,41,42,43,44,45,46,47,48,49,50,51
HGIII-sPLA2 inh,1,6,-2,-4,-1,6,-2,-8,-2,5,-13,4,-15&-5
FXN GAA850 act,3.6,0.4,0.3,1.8,0.5,-0.3,0.7,-1.5,-1.4,0.8,-0.7,0.4,-2.8&-2.7
ARFGAP1 inhibitor,11,-9,1,-4,-6,-4,6,11,5,-3,0,-9,0&-10
DDE Tn6 FP inh,-3,3,-4,4,-9,1,1,-1,7,0,-1,9,4&1
proKLK7 act,-0.7,0.3,-0.4,0.4,0.1,-0.2,-0.7,0.0,-6.5,-0.1,-0.2,-1.4,3.3&1.8
GC-B act,6,-5,-4,3,-7,0,2,-2,-1,-2,-2,2,-15&-11
rCAG binder,-10,-7,-3,48*,-2,1,-8,-13,9,7,0,7,2&-1
ADAM10 inh,6,-1,-3,5,-4,-1,-1,-1,-22,6,-18,-16,13&-13
ASAP1 inh,2,1,7,-11,0,-2,-8,14,-6,-1,18,1,-10&10
GC-A act,5,-2,1,2,2,0,0,-6,-3,-5,0,-1,-12&-12
